# Screening data (PubChem BioAssay)
# E-selectin induc: E-selectin induction in HUVECs, primary screen, imaging, HUVEC, immunofluorescence imaging, single point; P16581; normalized: neutral wells 0, TNF-alpha wells 100; activation, % at 7.58 µM; 260,000 tested, 0.37% active; AID 686992, 2013;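 active = mean E-selectin-positive cell signal at least 10% of the positive control, reached in at least 60% of replicates, without over 20% cell loss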;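 note: in these data hits start at about 27%; measured in HUVEC primary endothelial cells; signal is the percent of cells scored E-selectin positive by PE staining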
#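 Test system: HUVEC | Signal: Immunofluorescence imaging | Read-out: Percent E-selectin-positive cells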
# esBAF inh: Bmi1 luciferase reporter increase in mESCs, primary screen, esBAF inhibitor project, mouse ES cells, Bmi1 luciferase knock-in, single point; 350,000 tested, 2% active; 24 h; 100% = twice the neutral-well signal; reporter increase, % at 12.5 µM; in the data active = activation above about 40%;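 note: 0% = median of the plate's neutral control wells and 100% = double that signal; a rise in the Bmi1 reporter signal indicates esBAF inhibition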
# S100A4 MyoIIA: inhibitors of S100A4-myosin IIA peptide binding, primary screen, biochemical, fluorescence polarization, TAMRA-MyoIIA peptide; 360,000 tested, 0.14% active; AID 652163, 2013; inhibition, % at 10.7 µM; Protein S100-A4 (Homo sapiens), P26447;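 active = mean inhibition of at least 70% across replicates, with every replicate also reaching that level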
# Target sequence (P26447 whole entry, looked up): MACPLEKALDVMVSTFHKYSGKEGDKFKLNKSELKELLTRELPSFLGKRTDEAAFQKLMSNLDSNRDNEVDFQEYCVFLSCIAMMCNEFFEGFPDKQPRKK
#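 assay system = human S100A4 monomer with TAMRA-labelled myosin IIA peptide | also added = labelled myosin peptide probe, 5 nM | incubation = 5 min between mix addition and reading | control set = DMSO and TFP controls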
# FN deposit inh: inhibitors of fibronectin matrix deposition, primary screen, AH1F cells, Alexa488-fibronectin fluorescence, plate reader. AH1F fibroblasts, overnight. inhibition, % at 12.6 µM. 350,000 tested, 0.086% active. AID 743247, 2014;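 active = mean inhibition across replicates of 30% or more, regardless of how many single replicates reach that level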;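 note: positive control wells lacked labelled fibronectin entirely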
#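 Material: AH1F fibroblast monolayer depositing Alexa488-labelled fibronectin into matrix | Input: 10000 AH1F cells/well | Medium: DMEM plus 2% serum, read in PBS | Reagent: Alexa488-fibronectin, 24 nM final in well | Compound dosing: One dose per compound, pinned | Schedule: 1 h adhesion, overnight exposure | Measured by: Fluorescence at 485 nm excitation, 525 nm emission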
# RAD52 inh: RAD52 DNA annealing inhibitors, primary screen, biochemical, FRET, single point, set 2 | inhibition, % at 18.7 µM | recombinant RAD52 DNA annealing, FRET fluorescence | 360,000 tested, 0.46% active;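 active = every replicate showing at least 50% inhibition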
# EWS-Fli inh: EWS/Fli-driven NR0B1 reporter inhibitors, primary screen, A673 cells, NR0B1 luciferase, luminescence, MLPCN library | viability-normalised | inhibition, % at 12.6 µM | AID 651661, 2012 | 350,000 tested, 0.67% active;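 active = mean inhibition of at least 50% after viability correction, with every replicate also passing that limit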;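 note: firefly luciferase signal divided by Alamar Blue viability fluorescence both relative to DMSO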
# RAD54 inh: inhibitors of human RAD54 branch migration, primary screen, biochemical, fluorescence, single point; inhibition, % at 10.4 µM; DNA repair and recombination protein RAD54-like (Homo sapiens), Q92698; RAD54 Holliday junction branch migration, FAM/BHQ fluorescence; 360,000 tested, 0.14% active;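 active = mean normalized replicate activity at least 40 and at least half of replicates scoring 40 or more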;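 note: 0% = median of neutral control wells and 100% = median of positive control wells; inhibitors cause a drop in the FAM fluorescence signal; in these data hits start at about 50%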
# Target sequence (Q92698 whole entry, looked up): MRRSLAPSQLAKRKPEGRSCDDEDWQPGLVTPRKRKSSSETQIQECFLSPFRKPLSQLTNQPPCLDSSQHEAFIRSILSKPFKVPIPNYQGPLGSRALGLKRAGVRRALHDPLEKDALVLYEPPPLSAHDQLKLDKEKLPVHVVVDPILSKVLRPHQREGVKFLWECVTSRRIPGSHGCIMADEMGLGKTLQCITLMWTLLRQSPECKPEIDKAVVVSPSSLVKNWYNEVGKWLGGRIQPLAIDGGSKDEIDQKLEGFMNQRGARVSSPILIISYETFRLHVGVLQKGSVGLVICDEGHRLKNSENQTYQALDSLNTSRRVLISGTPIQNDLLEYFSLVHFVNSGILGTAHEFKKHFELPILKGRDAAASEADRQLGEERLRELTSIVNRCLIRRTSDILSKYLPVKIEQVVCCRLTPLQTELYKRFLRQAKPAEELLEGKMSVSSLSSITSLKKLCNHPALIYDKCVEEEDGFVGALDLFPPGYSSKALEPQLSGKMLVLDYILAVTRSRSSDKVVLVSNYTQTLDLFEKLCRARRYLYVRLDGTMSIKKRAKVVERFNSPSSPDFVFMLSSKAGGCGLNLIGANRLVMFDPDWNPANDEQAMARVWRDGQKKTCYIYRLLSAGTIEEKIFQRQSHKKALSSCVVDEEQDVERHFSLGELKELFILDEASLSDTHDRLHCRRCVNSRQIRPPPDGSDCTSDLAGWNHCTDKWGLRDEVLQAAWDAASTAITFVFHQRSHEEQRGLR
# Xi reactivation: activators of inactive X chromosome reactivation, primary screen, imaging, XiGFP fibroblasts, GFP high-content imaging, set 2; XiGFP mouse fibroblasts, % GFP-positive cells imaging, 3 d; cells co-treated with 5-aza-dC sensitizer; scaled so ellipticine positive control = 100%; activation, % at 7.58 µM; 360,000 tested, 0.055% active;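 active = mean normalized replicate activation at least 10% and every replicate at or above 10%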;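 note: 0% = median of on-plate neutral control wells and 100% = ellipticine 6 µM median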
#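 System: 68-5-11 XiGFP fibroblast line; Timing: 3 days compound exposure; Compound dosing: one concentration, pinned; Benchmarks: positive control ellipticine, 6 µM final; Buffer or medium: DMEM containing 5-aza-dC.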
# * = called active by the depositor; . = not tested or not shown; & = joins results of further samples.
SMILES,E-selectin induc,esBAF inh,S100A4 MyoIIA,FN deposit inh,RAD52 inh,EWS-Fli inh,RAD54 inh,Xi reactivation
CC(=O)N(C)C[C@H]1Oc2cc(C#Cc3ccccc3F)ccc2S(=O)(=O)N([C@@H](C)CO)C[C@H]1C,0.1,-2,-3,-1,19,-2,1,0.0
CC(C)(C)c1ccc(C(=O)NCCC(=O)N2CCCC2)cc1,-0.1,47*,10,-13,-13,-104,0,0.0
CC(C)CC#Cc1cnc2c(c1)C(=O)N([C@@H](C)CO)C[C@@H](C)[C@H](CN(C)Cc1ccc3c(c1)OCO3)O2,0.3,0,-5,.,15,17,-2,-0.5
O=C(Nc1ccc(F)cc1)N1C[C@H]2[C@@H](c3ccccc31)[C@H](CO)N2Cc1ccccc1Cl,0.1,0,-2,0,11,1,-3,0.5
CCc1csc(N2[C@@H](C#N)[C@@H](c3ccc(-c4ccc(F)cc4)cc3)[C@@H]2CO)n1,1.8,0,-5,9,-62,4,-28,-0.1
CC(C)CN(C(=O)CCCOc1ccc(Cl)cc1Cl)c1c(N)n(Cc2ccccc2)c(=O)[nH]c1=O,-0.2,3,11,-2,-8,13,-2,0.5
C[C@@H]1CN([C@@H](C)CO)C(=O)c2cccc(NC(=O)c3ccncc3)c2O[C@@H]1CN(C)Cc1ccncc1,-0.2,-4,20,.,6,-6,3,-0.9
CC(/C=N/n1c(-c2ccccn2)n[nH]c1=S)=C\c1ccccc1,.,.,21,5,-22,-9,-7,0.0
COCC(=O)N1CC(=O)N2[C@@H](CO)[C@@H](c3ccc(-c4ccccc4F)cc3)[C@@H]2C1,0.1,.,-2,-1,-2,-10,.,0.0
COc1ccc(-c2cc(=O)oc3c(C)c(OCC(=O)NCCCn4ccnc4)ccc23)cc1,.,4,1,.,-1,11,-1,.
O=C(CCc1ccccc1)NNC(=O)c1ccccc1Br,.,-6,.,3,.,.,-4,0.2
COCCNC(=O)C1CC(=O)N(C2CCCCC2)C1 (stereo not given),.,-1,0,.,-9,.,-7,.
Cc1cc(OCC(=O)NCc2ccccn2)c2c(C)c(C)c(=O)oc2c1,.,-1,6,-10,-7,.,-3,0.0
CCCCCn1c(=N)c(S(=O)(=O)c2ccc(Br)cc2)cc2c(=O)n3cccc(C)c3nc21,.,0,3,-21,-43,.,-5,0.0
Cn1c(-c2ccc3c(c2)OCO3)cc(=O)c2ccccc21,.,0,0,.,4,-3,3,.
C[C@H]1CN([C@@H](C)CO)C(=O)c2c(c3ccccc3n2C)-c2ccccc2CO[C@@H]1CN(C)S(=O)(=O)c1ccsc1,-0.5,36,1,4,19,13,2,-0.4
CCCn1c(N)c(N(CCOC)C(=O)/C=C/c2cccc(Cl)c2)c(=O)[nH]c1=O,.,.,-5,-16,-8,2,.,0.0
O=C(NCCCN1CCCCC1)C1(S(=O)(=O)c2ccc(Cl)cc2)CC1,16,3,2,-16,-9,-2,-1,0.1
C[n+]1ccn(CC(=O)c2cc(C(C)(C)C)c(O)c(C(C)(C)C)c2)c1,0.5,5,-4,7,4,8,-1,0.0
CC(=O)NC(c1ccccc1)c1nc(-c2cccc(C(F)(F)F)c2)cs1 (stereo not given),0.2,4,3,2,-15,-7,-16,0.2

# Gathered by group, the compounds so far containing fluorine (5)
SMILES,E-selectin induc,esBAF inh,S100A4 MyoIIA,FN deposit inh,RAD52 inh,EWS-Fli inh,RAD54 inh,Xi reactivation
CC(=O)N(C)C[C@H]1Oc2cc(C#Cc3ccccc3F)ccc2S(=O)(=O)N([C@@H](C)CO)C[C@H]1C,0.1,-2,-3,-1,19,-2,1,0.0
O=C(Nc1ccc(F)cc1)N1C[C@H]2[C@@H](c3ccccc31)[C@H](CO)N2Cc1ccccc1Cl,0.1,0,-2,0,11,1,-3,0.5
CCc1csc(N2[C@@H](C#N)[C@@H](c3ccc(-c4ccc(F)cc4)cc3)[C@@H]2CO)n1,1.8,0,-5,9,-62,4,-28,-0.1
COCC(=O)N1CC(=O)N2[C@@H](CO)[C@@H](c3ccc(-c4ccccc4F)cc3)[C@@H]2C1,0.1,.,-2,-1,-2,-10,.,0.0
CC(=O)NC(c1ccccc1)c1nc(-c2cccc(C(F)(F)F)c2)cs1 (stereo not given),0.2,4,3,2,-15,-7,-16,0.2

# Continued:
SMILES,E-selectin induc,esBAF inh,S100A4 MyoIIA,FN deposit inh,RAD52 inh,EWS-Fli inh,RAD54 inh,Xi reactivation
CCCNC(=O)N1[C@H](CO)[C@H](c2ccccc2-c2cccc(C)c2)[C@@H]1C#N,0.2,.,-22,3,-3,-10,.,0.0
c1ccc(-c2cc(-c3ccccc3)[nH]n2)cc1,3.9,43*,0,-2,-9,-113,-10,-0.1
CCCc1cc(=O)[nH]c(SCC(=O)Nc2nc3ccc(OCC)cc3s2)n1,0.5,.,3,-8,-53,-9,.,0.3
CNS(=O)(=O)c1cc(NC(=O)c2cnc(SC)n2-c2ccccc2)ccc1C,0.2,-6,2,5,-11,8,9,0.1
COCCNC(=O)C[C@@H]1C[C@H]2c3cc(NC(=O)Nc4ccc(F)cc4)ccc3O[C@H]2[C@H](CO)O1,0.0&-0.4,6,-3&10,-1&0,-15&13,2&-2,3,-0.1&0.0
CC(C)C#Cc1ccc([C@@H]2[C@@H](C#N)N(C(=O)C3CC3)[C@@H]2CO)cc1,0.0,2,6,-5,4,-1,16,0.4
CC(C)c1ccc(NC2CCCN(C(=O)c3ccc(Cn4cnnn4)cc3)C2)cc1 (stereo not given),6.6,-2,0,7,1,3,-1,0.3
O=C(Nc1ccc(OC(F)(F)F)cc1)C1CCCN(C(=O)c2ccc(Cl)cc2)C1 (stereo not given),.,4,3,-5,-13,1,0,0.3
Cc1noc(C)c1S(=O)(=O)Nc1ccc2c(c1)C(=O)N([C@@H](C)CO)C[C@H](C)[C@@H](CN(C)S(=O)(=O)c1ccc(F)cc1)O2,0.1,1,-18,.,-1,7,.,0.0
CC(=O)N(C)C[C@@H]1Oc2cc(-c3ccccc3)ccc2S(=O)(=O)N([C@@H](C)CO)C[C@@H]1C,0.5,-2,-3,-4,6,-8,-3,-0.9
N#C[C@H]1[C@@H](c2ccccc2C2=CCCCC2)[C@H](CO)N1C(=O)c1ccccn1,0.1,.,-1,3,23,-5,.,0.0
C[C@H]1CN([C@@H](C)CO)C(=O)c2cc(NS(=O)(=O)c3ccc(Cl)cc3)ccc2O[C@H]1CN(C)C(=O)NC1CCCCC1,-12,5,6,2,-12,12,-11,-1.0
CCCC(=O)Nc1ccc(Nc2ccccc2)cc1,-0.2,.,-1,4,-1,-15,.,0.0
O=C(Nc1nnc(S(=O)(=O)N2CCCCCC2)s1)c1ccccc1,0.0,25,0,.,-11,-32,-5,-0.1
C[C@@H]1CN([C@@H](C)CO)C(=O)Cc2cc(NS(=O)(=O)c3ccccc3)ccc2O[C@H]1CN(C)C(=O)Nc1ccccc1,0.3,-5,-22,.,-4,-5,8,0.0
COc1ccc(C(CNC(=O)c2ccc(Cl)c(NC(=O)c3cccs3)c2)N2CCCC2)cc1 (stereo not given),.,.,2,.,3,-8,.,-0.1
Cc1ccc(Cl)cc1NC(=O)CSc1nncn1-c1ccccn1,.,0,-2,9,-15,1,1,0.2
Cc1ccc(NC(=O)CCC(=O)N/N=C/c2coc3ccccc3c2=O)cc1,3.8,.,-3,-4,-6,-7,.,0.0
CCn1ncc(C2=NOC(C(=O)Nc3cccc(O)c3)C2)c1C (stereo not given),.,7,-5,-1,-11,5,2,0.3
COC(=O)C1=C(C)N(Cc2ccccc2C(F)(F)F)C(=NCc2ccc(C(F)(F)F)cc2)NC1c1ccccc1 (stereo not given),-0.4,.,-3,-2,-4,15,.,0.2
COc1cccc(/C=C/C(=O)OCC(=O)NC(=O)NC2CCCC2)c1,.,4,-1,8,-3,2,-12,0.0
CCCN(C)C[C@@H]1Oc2cc(-c3ccc(F)cc3)ccc2S(=O)(=O)N([C@@H](C)CO)C[C@@H]1C,.,-5,-5,.,28,11,-3,0.3
CN(C(=O)c1ccc(OC2CCN(C(=O)c3cccnc3)CC2)cc1)C1CCCCC1,.,.,-2,2,-9,5,.,0.1
C/C(=N\NC(=O)COc1c(C)cccc1C)c1cccs1,.,.,-3,2,-4,1,.,0.2
CC(C)CC#Cc1cnc2c(c1)C(=O)N([C@@H](C)CO)C[C@H](C)[C@@H](CN(C)C(=O)Nc1ccccc1F)O2,0.9,-1,4,-5,-10,-1,4,-0.8
COc1ccc(-c2csc(N3CCN(C(=O)c4ccco4)CC3)n2)cc1,.,7,-2,-2,-48,-16,7,0.2
CCOC(=O)c1sc2nc(C)nc(SCC(=O)N(C)C3CCS(=O)(=O)C3)c2c1C (stereo not given),.,.,1,-7,-27,-2,.,0.3
O=S1(=O)N[C@H](Cc2ccccc2)COc2cccc(N3CCN(Cc4ccccc4F)CC3)c21,0.0,.,8,0,-28,10,.,0.2
CCN(CC(=O)NCc1ccc2c(c1)OCO2)S(=O)(=O)c1ccc(F)cc1,.,0,-1,-12,-10,5,-10,0.3
CCCNC(=O)C[C@@H]1CC[C@@H]2[C@H](COC[C@H](O)CN2Cc2ccccc2F)O1,-0.1,2,-2,0,-13,-4,-4,0.2
C[C@@H]1CN([C@@H](C)CO)C(=O)c2cc(NC(=O)C3CCCCC3)ccc2O[C@@H](C)CCCCO[C@H]1CN(C)Cc1ccc2c(c1)OCO2,0.1,-1,22,.,13,6,7,3.4
COc1cccc2c(=O)c(C(=O)NCCc3ccccc3)c[nH]c12,.,55*,-5,-2,-6,-110,5,0.1
CC(C)N1CCC(N2CCN(Cc3cnc(-c4ccccc4)s3)CC2CCO)CC1 (stereo not given),.,.,-10,-1,-14,-3,.,0.1
C[C@H]1CN(S(=O)(=O)C(C)(C)C)[C@@H](CCO)/C1=C\c1ccccc1,-0.1,.,5,1,-13,-2,.,-0.3
O=C1N[C@H](Cc2ccccc2)COC(=O)[C@H](Cc2ccc(F)cc2)CC/C=C/C[C@H]1CC(=O)N(CCO)Cc1ccccc1,0.1,1,1,-2,-15,2,0,0.0
Cc1ccc(S(=O)(=O)N(C)C[C@H]2OCCCC[C@@H](C)Oc3ccc(NS(=O)(=O)c4cn(C)cn4)cc3C(=O)N([C@H](C)CO)C[C@H]2C)cc1,.,1,1,3,-11,7,8,0.0
CC(C)OC(=O)CSc1nc(N)c(C#N)cc1C#N,.,.,-4,3,-9,-33,.,0.0
Cc1nn(CC(C)C)c(Cl)c1C(=O)NCC1CCCO1 (stereo not given),0.6,-3,-11,4,2,-17,-9,0.0
CC1(C)CC(=O)C=C(c2cn[nH]n2)C1,0.1,7,-1,11,0,-5,5,0.1
N#Cc1ccc(/C=C/C(=O)c2ccco2)cc1,.,.,-7,0,-28,4,.,0.0
